FEN1 inhibitor – inhibitors of human flap endonuclease 1; AID 588795; Recombinant FEN1 flap cleavage, fluorescence, 15 min; Potency, µM (series often up to 114 µM), inactives show at the top dose activity change, negative = inhibition, usual class: inhibitors; P39748; 390,000 tested, 0.35% active; further: nearly all actives have a fitted effect of over 65% in size
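Steps: FEN1 (10 nM) dispensed; compound added by pin tool; 15 min at room temperature; substrate added to 50 nM final; reads at 0 min and 15 min; data normalized and fitted (four-parameter Hill).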
GCN5L2 inh – blocks human GCN5L2 histone acetyltransferase. Potency, µM (top dose mostly 58.9 µM), without a hit: at the top dose activity change, negative = inhibition, most hits filed as inhibitors. Q92830. AID 504327. 390,000 tested, 0.21% active. GCN5L2 HAT assay, ThioGlo1 CoA-SH fluorescence
Target sequence (Q92830 whole entry, looked up): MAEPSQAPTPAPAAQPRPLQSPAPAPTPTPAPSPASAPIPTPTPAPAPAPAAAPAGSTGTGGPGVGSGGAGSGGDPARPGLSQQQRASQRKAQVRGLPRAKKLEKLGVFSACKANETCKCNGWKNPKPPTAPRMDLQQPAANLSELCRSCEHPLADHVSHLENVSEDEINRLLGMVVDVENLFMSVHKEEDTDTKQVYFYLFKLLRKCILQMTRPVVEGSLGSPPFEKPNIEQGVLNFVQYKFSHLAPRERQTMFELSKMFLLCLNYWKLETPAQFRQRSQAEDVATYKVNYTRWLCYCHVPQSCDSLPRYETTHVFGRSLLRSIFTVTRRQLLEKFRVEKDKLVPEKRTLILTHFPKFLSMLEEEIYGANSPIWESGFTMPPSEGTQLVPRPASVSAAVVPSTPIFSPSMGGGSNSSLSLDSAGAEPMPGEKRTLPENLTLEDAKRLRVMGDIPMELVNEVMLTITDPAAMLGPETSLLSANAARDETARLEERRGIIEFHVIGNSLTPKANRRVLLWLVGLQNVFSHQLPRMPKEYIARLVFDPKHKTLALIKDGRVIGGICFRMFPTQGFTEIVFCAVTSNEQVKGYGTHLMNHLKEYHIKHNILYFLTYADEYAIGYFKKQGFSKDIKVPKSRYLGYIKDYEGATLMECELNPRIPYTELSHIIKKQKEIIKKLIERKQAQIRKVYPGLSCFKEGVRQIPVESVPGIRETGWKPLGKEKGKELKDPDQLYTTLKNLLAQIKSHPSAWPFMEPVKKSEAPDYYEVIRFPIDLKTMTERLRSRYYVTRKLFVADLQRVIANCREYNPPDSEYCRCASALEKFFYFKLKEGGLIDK
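Enzyme at 20nM final was mixed with library compounds for 15 min at room temperature. Peptide H3(1-25) at 75uM, acetyl-CoA at 70uM and ThioGlo1 at 50uM were then added. Plates were read immediately and after 20 min (Ex340nm/Em540nm).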
N370S GC – inhibits or activates N370S mutant glucocerebrosidase | P04062 | N370S GC spleen homogenate, 4MU-glucoside fluorescence | 330,000 tested, 0.092% active | Potency, µM (top dose mostly 59.4 µM), for the others: at the highest dose activity change, negative = inhibition, hits mostly inhibitors | AID 2101;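 further: 0% = full enzyme activity and -100% = no enzyme basal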
* = called active by the depositor; ? = inconclusive; / = not tested or not shown; [ ] = another dose, or the depositor's remark. The call rests on the fitted dose curve; in most records, active means well fitted curve in the direction sought with a large enough effect; inconclusive means small, poorly fitted or top-dose-only effect, or another doubt; inactive means no such curve, though single readings can be large; an effect the other way counts as inactive or inconclusive. Unless noted, on the % scale 0 is the no-effect control and ±100 the full control effect; potency means the concentration at half of the fitted maximal effect.

SMILES | FEN1 inhibitor | GCN5L2 inh | N370S GC
CCCN1CCN(C(=O)c2nn(-c3ccc(OC)cc3)c(=O)c3c2c2ccccc2n3C)CC1 | -8.9% | -1.0% | -0.8%
O=C(Nc1ccc(OC(F)(F)F)cc1)C1CCCN(C(=O)c2ccc(Cl)cc2)C1 (stereo not drawn) | -20.7% | -18.4% | /
O=C(C1CCC(=O)N(C2CC2)C1)N1CCN(c2cccc(Cl)c2)CC1 (stereo not drawn) | 7.8% | 2.9% | -3.1%
CCOCCCn1c(SCC(=O)N2CCOCC2)nc2ccccc2c1=O | -3.8% | 0.4% | -6.1%
COc1cccc2sc(NC(=O)CS(=O)(=O)c3ccc(C)cc3)nc12 | -11.6% | 2.6% | /
CC(SCc1ccccc1)C(=O)Nc1ccccc1F (stereo not drawn) | -0.2% | -3.8% | -2.7%
CCOc1ccc(CN(C)CC(=O)Nc2ccc(N3CCOCC3)cc2)cc1OC | 7.1% | -7.9% | 8.4%
COCCCN1C(=O)c2ccc(C(=O)OCC(=O)NCc3cccc(OC)c3)cc2C1=O | -0.6% | -4.5% | /
CCCCN(C(=O)c1ccc(C)o1)c1c(N)n(CC(C)C)c(=O)[nH]c1=O | 23.6% | -1.4% | /
O=C(NCCc1ccccc1)c1nn(-c2ccccc2Cl)nc1CO | 12.3% | -2.6% | /
O=C(c1ccccn1)N1CCN(c2ccc(C(F)(F)F)cn2)CC1 | 1.6% | -6.2% | 5.4%
COC(=O)C(C(=O)OC)C(C[N+](=O)[O-])c1ccc(OC)c(OC)c1 (stereo not drawn) | -2.5% | -7.9% | 6.6%
CC(=O)Nc1ccc(OCCCNC(=O)c2c(-c3ccccc3)noc2C)cc1 | 4.6% | ? | -25.3%
O=C(NCCc1ccccc1)c1cccnc1 | 5.6% | -5.8% | 1.1%
O=C(CCc1ccccc1)Nc1ccnn1C1CCN(C/C=C/c2ccccc2)CC1 | 13.9% | -5.4% | -1.2%
COc1ccccc1NC(=O)C(C)OC(=O)CCCN=C1NS(=O)(=O)c2ccccc21 (stereo not drawn) | -6.4% | -3.3% | -10.8%
COCCn1c(=O)[nH]c2cc(C(=O)Nc3cc(C)cc(C)c3)ccc2c1=O | 3.4% | -6.7% | -2.3%
Cc1c2c(c(C)n1C)C(C(=O)NC1CCCCC1)N(Cc1ccccc1)C2=O (stereo not drawn) | -3.0% | -1.5% | 5.0%
Cc1ccc(Sc2c(C)nn(C(C)(C)C)c2OC(=O)CC(C)C)cc1 | -1.2% | -9.5% | /
S=C(NCc1ccccn1)Nc1ccc(Cl)cc1Cl | -5.5% | -5.5% | /
O=C(Nc1ccc(Br)c2cccnc12)c1ccc(Cn2cc(Cl)cn2)o1 | 6.6% | -3.7% | 4.5%
COc1cc(/C=C/c2ccc3cccc(O)c3n2)cc(OC)c1OC | -5.6% | -0.9% | -6.4%
CCOC(=O)C1=C(c2ccccc2)NC(=S)NC1c1cc([N+](=O)[O-])ccc1OC (stereo not drawn) | -4.8% | 1.9% | 17.3%
CCc1ccc(C(=O)c2cn(CC(=O)Nc3ccc4c(c3)OCO4)c3ccc(Cl)cc3c2=O)cc1 | -2.2% | -2.5% | /
CCCCN(C(=O)NC(=O)Nc1ccccc1OC)S(C)(=O)=O | -3.6% | 2.0% | 1.1%
Cc1ccc(CNC(=O)C2CCN(S(=O)(=O)Cc3ccccc3)CC2)cc1 | -2.7% | -3.1% | /
Cc1cc(NC(=O)CSCC(=O)OCC(=O)Nc2cc(C)c(C)cc2[N+](=O)[O-])no1 | -6.4% | -2.0% | -0.8%
CCOC(=O)c1cnc2nc(NCc3ccc(OC)c(OC)c3)[nH]n2c1=O | -4.6% | -5.9% | 9.0%
N#Cc1cccc(-c2nc(N3CCNCC3)c3ccccc3n2)c1 | / | -5.0% | 12.3%
CCOc1cc(CNC(=O)C2CCN(c3nc4ccccc4[nH]3)CC2)cc(OCC)c1OCC | 12.6% | -8.8% | /
CCN(c1cccc(C)c1)c1nc2ccsc2c(=O)s1 | -16.3% | -4.2% | ?
COCCN(C(=O)COC(=O)CNC(=O)c1cccs1)c1c(N)n(Cc2ccccc2)c(=O)[nH]c1=O | 1.3% | -10.8% | 5.6%
COc1cccc(N2CCN(C(=O)CCCCCn3c(=S)[nH]c4cc5c(cc4c3=O)OCO5)CC2)c1 | -3.6% | -5.4% | -3.7%
CCOC(=O)Cn1c(=O)oc2cc(S(=O)(=O)NCCc3ccc(C)cc3)ccc21 | 16.7% | -22.7% | 4.1%
O=C(CCS(=O)(=O)c1ccccc1)Nc1ccc2c(c1)C(=O)NC2=O | -3.0% | -9.0% | -11.3%
COc1ccccc1C(=O)COC(=O)CN1C(=O)NC2(CCCC2)C1=O | 4.0% | 4.5% | 2.3%
COc1ccc(N(C)C(=O)C2CCCN2S(=O)(=O)c2cccc3nsnc23)c(OC)c1 (stereo not drawn) | 2.9% | -2.9% | 15.7%
CC(C)(C)c1ccc(/C=N/NC(=O)C(=O)NCCCN2CCOCC2)cc1 | 4.8% | 2.2% | -14.9%
CC(O)c1cccc(NC(=O)Cc2cccc3ccccc23)c1 (stereo not drawn) | / | -8.9% | -2.0%
COc1ccc(N2CCN(C(=O)COC(=O)CCOc3ccc(C)cc3)CC2)cc1 | 16.7% | 3.6% | -3.4%
O=C(CN1CCSC1=O)Nc1ccc(N2CCOCC2)cc1 | -3.9% | -20.4% | -3.7%
NC(N)=NCCC[C@H](NC(=O)[C@@H](N)Cc1ccc(O)cc1)C(=O)O | / | -8.7% | 4.4%
O=C(CSCc1c(Cl)cccc1Cl)NCc1cccnc1 | -1.4% | 0.1% | 8.5%
CC(=O)C(N=Nc1ccccc1)(Sc1nnc(-c2ccccc2)n1-c1ccccc1)C(C)=O | -2.3% | -14.4% | 16.2%
CCOC(=O)N1CCC(N(CCN(C)C)C(=S)Nc2ccccc2OCC)CC1 | 17.7% | 4.3% | -4.8%
CS(=O)(=O)N(Cc1ccccc1)c1ccccc1C(=O)N1CCN(c2ccccc2)CC1 | -18.7% | 0.0% | 1.1%
Cc1c(NS(=O)(=O)c2ccc(N)cc2)c(=O)n(-c2ccccc2)n1C | 6.9% | 3.8% | -3.1%
O=C1NCCN1C(=O)c1cccc(Cl)c1 | -7.8% | -5.5% | 6.3%
Cc1noc(C)c1NC(=O)NC(c1ccccc1)c1ccccc1 | 3.2% | -5.9% | 19.5%
Cc1nn(-c2ccccc2)c2sc(C(=O)NC3CCCCC3)cc12 | 12.3% | -13.8% | ?
O=C(Nc1ccc(Cl)cc1)c1nc[nH]c1C(=O)NCCN(CCNC(=O)c1[nH]cnc1C(=O)Nc1ccc(Cl)cc1)CCNC(=O)c1[nH]cnc1C(=O)Nc1ccc(Cl)cc1 | 0.0% | -0.4% | /
CC(C)CC(=O)NC(=S)Nc1ccccc1C(F)(F)F | -11.6% | -5.7% | 1.4%
O=S(Cc1ccc(Br)cc1)Cc1nnc(SCc2c(Cl)cccc2Cl)n1-c1ccccc1 (stereo not drawn) | -5.0% | -9.1% | 2.9%
CC(=O)Nc1ccccc1C(=O)C(=O)Nc1ccc(C(=O)N2CCOCC2)cc1 | 1.3% | ? | 7.0%
CCOC(=O)c1cc(-c2ccccc2)sc1NC(=O)COC | 16.3% | -0.9% | 3.5%
Cc1ccsc1/C=N/NS(=O)(=O)c1ccc([N+](=O)[O-])cc1 | 7.4% | -3.8% | -0.5%
COc1cccc(/C=C2/SC(=S)N(CC(=O)NNC(=O)c3ccccc3O)C2=O)c1 | 3.8% | -16.3% | -21.1%
CC1CCC(C(C)C)C(OCC(O)CNC(C)c2ccccc2)C1 (stereo not drawn) | -11.3% | -10.5% | 2.5%
CC(=O)Nc1ccc(NC(=O)C2CCN(c3ccc(C(F)(F)F)cn3)CC2)cc1 | -8.1% | 30.0%[activator] | 2.7%
O=C(c1ccco1)N1CCN(Cc2nc3ccccc3[nH]2)CC1 | 1.2% | -3.5% | /

15 structures from above, sorted by molar mass, lowest first:
SMILES | FEN1 inhibitor | GCN5L2 inh | N370S GC
CC(C)CC(=O)NC(=S)Nc1ccccc1C(F)(F)F | -11.6% | -5.7% | 1.4%
O=C(c1ccco1)N1CCN(Cc2nc3ccccc3[nH]2)CC1 | 1.2% | -3.5% | /
CCOC(=O)c1cc(-c2ccccc2)sc1NC(=O)COC | 16.3% | -0.9% | 3.5%
Cc1noc(C)c1NC(=O)NC(c1ccccc1)c1ccccc1 | 3.2% | -5.9% | 19.5%
Cc1ccsc1/C=N/NS(=O)(=O)c1ccc([N+](=O)[O-])cc1 | 7.4% | -3.8% | -0.5%
CC1CCC(C(C)C)C(OCC(O)CNC(C)c2ccccc2)C1 (stereo not drawn) | -11.3% | -10.5% | 2.5%
Cc1nn(-c2ccccc2)c2sc(C(=O)NC3CCCCC3)cc12 | 12.3% | -13.8% | ?
O=C(CSCc1c(Cl)cccc1Cl)NCc1cccnc1 | -1.4% | 0.1% | 8.5%
CC(=O)Nc1ccccc1C(=O)C(=O)Nc1ccc(C(=O)N2CCOCC2)cc1 | 1.3% | ? | 7.0%
CC(=O)Nc1ccc(NC(=O)C2CCN(c3ccc(C(F)(F)F)cn3)CC2)cc1 | -8.1% | 30.0%[activator] | 2.7%
CCOC(=O)N1CCC(N(CCN(C)C)C(=S)Nc2ccccc2OCC)CC1 | 17.7% | 4.3% | -4.8%
COc1cccc(/C=C2/SC(=S)N(CC(=O)NNC(=O)c3ccccc3O)C2=O)c1 | 3.8% | -16.3% | -21.1%
CC(=O)C(N=Nc1ccccc1)(Sc1nnc(-c2ccccc2)n1-c1ccccc1)C(C)=O | -2.3% | -14.4% | 16.2%
O=S(Cc1ccc(Br)cc1)Cc1nnc(SCc2c(Cl)cccc2Cl)n1-c1ccccc1 (stereo not drawn) | -5.0% | -9.1% | 2.9%
O=C(Nc1ccc(Cl)cc1)c1nc[nH]c1C(=O)NCCN(CCNC(=O)c1[nH]cnc1C(=O)Nc1ccc(Cl)cc1)CCNC(=O)c1[nH]cnc1C(=O)Nc1ccc(Cl)cc1 | 0.0% | -0.4% | /

Additional entries follow.
SMILES | FEN1 inhibitor | GCN5L2 inh | N370S GC
O=C(CN1CCC(n2nnc3cc(F)ccc32)CC1)Nc1ccc2c(c1)CCC2 | -22.0% | -12.1% | 0.3%
CCN1CCN(CCCNC(=O)c2cc3c(=O)oc4ccc(C)cc4c3s2)CC1 | ? | -2.8% | 1.7%
CCOC(=O)C1CCCN(C(=O)c2cn(C)c3ccc(S(=O)(=O)N4CCCC4)cc3c2=O)C1 (stereo not drawn) | -2.8% | -8.5% | -4.1%
CNc1nc(-c2cccs2)cc(C(F)(F)F)c1C#N | 3.0% | -2.2% | -10.5%
Cc1c(OCC(=O)NCC2CCC(C(=O)O)CC2)ccc2c(-c3ccccc3)cc(=O)oc12 (stereo not drawn) | 7.8% | ? | -14.6%
O=C(OCc1nc2ccccc2s1)c1ccccc1O | -15.7% | -10.6% | 6.3%
O=C(NC1CCCC1)C1CCC(CNS(=O)(=O)c2ccccc2)CC1 (stereo not drawn) | 0.2% | 0.8% | 3.1%
CN1CCN(Cc2coc3c(Cl)cc(Cl)cc3c2=O)CC1 | 9.3% | -7.2% | 3.3%
CC1CCCCC12NC(=O)N(CC(=O)Nc1ccc(S(=O)(=O)N3CCOCC3)cc1)C2=O (stereo not drawn) | -1.8% | -9.7% | 1.2%
Cc1ccc(C)c(NC(=O)CN(C)C(=O)Cc2ccc(Cl)cc2Cl)c1 | -14.0% | -9.6% | -0.2%
CC1CCCCN1S(=O)(=O)c1ccc(NC(=O)c2ccco2)cc1 (stereo not drawn) | -2.4% | -4.0% | 3.7%
Cc1cccc(C(=O)OCC(=O)Nc2c(C)n(C)n(-c3ccccc3)c2=O)c1 | 8.6% | -0.8% | /
CCN(CC)CCNC(=O)c1cc(-c2ccco2)nc2ccccc12 | 13.3% | -15.1% | 22.9%
N=c1c2c(-c3ccccc3)c(-c3ccccc3)n(Cc3ccco3)c2ncn1Cc1ccccc1 | 0.0% | ? | -13.5%
COCCn1c(SCC(=O)Nc2sc(C)c(C)c2C#N)nnc1C(C)C | 3.6% | -16.3% | -2.5%
Cc1ccc(NC(=O)c2ccc(NS(=O)(=O)c3ccc4[nH]c(=O)[nH]c4c3)cc2)nc1 | -0.2% | 1.8% | ?
CCOC(=O)C1CCN(C(=O)CC2C(=O)N(Cc3ccccc3)C(C)c3nc4ccccc4n32)CC1 (stereo not drawn) | -4.4% | -1.9% | 22.1%
Cc1c(Cl)cccc1NC(=O)NC1CCCCC1 | 12.8% | 1.4% | 4.4%
CCCOc1ccc(CCc2n[nH]c(=S)n2Cc2ccccc2)cc1 | -14.3% | ? | -1.4%

Source: PubChem BioAssay
